Bioassay records as filed in PubChem.
NALP3 yeast inh = NALP3 inflammasome inhibitors in reconstituted yeast, primary screen, luminescence, uHTS | Yeast reconstituted NLRP3/ASC/caspase-1, beta-gal luminescence, 24 h | inhibition, % at 10 µM | 330,000 tested, 0.39% active | AID 2825, 2010;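 active = inhibition of 50% or more; inactive = inhibition below 50%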;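 also: plate controls were induced DMSO wells for no effect and uninduced yeast grown without galactose for full effect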
SENP1 inh = human SENP1 catalytic domain inhibitors, primary screen, biochemical, FRET, uHTS; recombinant SENP1 catalytic domain, CyPet-SUMO1-YPet FRET cleavage; AID 624204, 2012; Sentrin-specific protease 1 (Homo sapiens), Q9P0U3; 360,000 tested, 0.21% active; inhibition, % at 10 µM;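 active = inhibition at least 30% at 10 µM, raw YFP signal under a set limit, fluorescence ratio 0.5 to 1.5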;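 also: 0% = enzyme with DMSO and 100% = no enzyme wells; some results filed as inactive read as strong as hits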
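Material: hSENP1 catalytic domain, recombinant; medium: Tris pH 8 with BME, BSA, NP40 and catalase; compound: single concentration of 10 µM compound, 0.5% DMSO final; technique: FRET read of cyan and yellow fluorescence; timing: 50 min enzyme reaction, room temperature, light-protected; reagent: SFCypet-SUMO1-SFYpet substrate at 25 nM; control set: no-enzyme low, enzyme-DMSO high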
APOBEC3A inh = APOBEC3A ssDNA deaminase inhibitors, primary screen, selectivity assay for APOBEC3G inhibitor project, biochemical, FAM/TAMRA oligo cleavage fluorescence; DNA dC->dU-editing enzyme APOBEC-3A (Homo sapiens), P31941; recombinant A3A, FAM/TAMRA ssDNA deamination fluorescence; inhibition, % at 20 µM; 330,000 tested, 0.41% active; AID 493011, 2011;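 active = at least 40% inhibition at 20 µM here, with at most 30% in a related deaminase screen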;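 also: plate controls were A3A with DMSO for no effect and wells lacking A3A enzyme for full effect; some results filed as inactive read as strong as hits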
Target sequence (P31941 whole entry, looked up): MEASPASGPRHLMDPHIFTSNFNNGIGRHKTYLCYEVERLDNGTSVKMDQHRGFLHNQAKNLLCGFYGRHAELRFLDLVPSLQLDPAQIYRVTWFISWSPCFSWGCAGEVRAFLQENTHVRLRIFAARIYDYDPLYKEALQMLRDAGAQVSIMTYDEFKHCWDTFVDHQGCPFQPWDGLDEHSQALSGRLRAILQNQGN
hIAP act = human IAP activators, primary screen, biochemical, luminescence, uHTS. purified human IAP, CDP-Star luminescence, 30 min; active compounds read high; 1 = vehicle-only enzyme, 0 = enzyme-free background. 330,000 tested, 0.16% active. activation factor at 10 µM;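 active = activation factor of the enzyme at least 2-fold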; also: the source names both 10 and 20 µM as test concentration; values of inactives mirror those of a sister screen read the other way
Target sequence (P09923 whole entry, looked up): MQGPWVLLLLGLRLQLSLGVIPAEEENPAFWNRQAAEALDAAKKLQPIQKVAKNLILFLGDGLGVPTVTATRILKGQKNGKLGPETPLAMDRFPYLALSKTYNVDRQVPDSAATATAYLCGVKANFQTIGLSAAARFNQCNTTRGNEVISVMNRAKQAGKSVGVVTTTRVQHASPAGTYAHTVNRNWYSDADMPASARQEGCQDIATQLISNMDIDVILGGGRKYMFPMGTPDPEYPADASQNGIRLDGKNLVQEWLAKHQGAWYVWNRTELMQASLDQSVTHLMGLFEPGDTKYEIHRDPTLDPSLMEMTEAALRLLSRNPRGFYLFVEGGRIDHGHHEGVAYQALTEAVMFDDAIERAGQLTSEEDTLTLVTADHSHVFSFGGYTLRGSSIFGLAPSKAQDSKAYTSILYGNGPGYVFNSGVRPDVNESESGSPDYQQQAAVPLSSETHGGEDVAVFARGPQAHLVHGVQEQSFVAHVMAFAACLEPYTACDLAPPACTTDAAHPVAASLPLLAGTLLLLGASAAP
mIAP act = activators of mouse IAP, primary screen, biochemical, luminescence, uHTS; muIAP, CDP-Star luminescence, 30 min; active compounds read high; 1 = vehicle-only enzyme signal, 0 = enzyme-free wells; activation factor at 10 µM; 330,000 tested, 0.24% active; AID 2805, 2010;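 active = activation factor of at least 2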; also: the source names both 10 and 20 µM as test concentration; values of inactives mirror those of a sister screen read the other way
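Assay system: mouse IAP enzyme / Compound: DMSO-dissolved test compounds / Timing: 30 min, room temperature / Measured by: luminescence from enzymatic CDP-Star hydrolysis / Control set: DMSO-only wells, enzyme-free buffer wells as negative control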
MIN6 prolif = inducers of MIN6 beta-cell proliferation, primary screen, ATP luminescence, uHTS | MIN6 cells proliferation, ATPlite luminescence, 48 h; cells starved in 0.2% serum; 100% = growth in 10% serum | proliferation, % at 10 µM | 330,000 tested, 0.29% active | AID 2380, 2010;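 active = compounds whose signal lies at least 3.5 SD above the mean of all wells on their plate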;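 also: 0% = DMSO-treated cells in low-serum medium and 100% = 10% serum control; some compounds called inactive have numbers as strong as hits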
hIAP inh = human IAP inhibitors, primary screen, biochemical, luminescence, uHTS; purified IAP, CDP-Star luminescence, 30 min; inhibition, % at 10 µM; 330,000 tested, 0.12% active; AID 2544, 2010;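 active = inhibition reaching a set limit with compound at 10 µM in the primary screen, cut at about 35% in these data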;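 also: plate controls were DMSO wells with enzyme for no effect and no-enzyme buffer wells for full effect; values of inactives mirror those of a sister screen read the other way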
APOBEC3G inh = APOBEC3G DNA deaminase inhibitors, primary screen, biochemical, fluorescence, single-stranded DNA substrate, uHTS; 330,000 tested, 0.28% active; recombinant A3G, ssDNA deamination FAM/TAMRA fluorescence; DNA dC->dU-editing enzyme APOBEC-3G (Homo sapiens), Q9HC16; inhibition, % at 20 µM; AID 493012, 2011;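 active = inhibition of at least 40% at 20 µM, with no more than 30% in the related APOBEC3A deaminase screen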;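 also: plate controls were DMSO wells with A3G for no effect and wells lacking A3G enzyme for full effect; some compounds called inactive have numbers as strong as hits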
Target sequence (Q9HC16 whole entry, looked up): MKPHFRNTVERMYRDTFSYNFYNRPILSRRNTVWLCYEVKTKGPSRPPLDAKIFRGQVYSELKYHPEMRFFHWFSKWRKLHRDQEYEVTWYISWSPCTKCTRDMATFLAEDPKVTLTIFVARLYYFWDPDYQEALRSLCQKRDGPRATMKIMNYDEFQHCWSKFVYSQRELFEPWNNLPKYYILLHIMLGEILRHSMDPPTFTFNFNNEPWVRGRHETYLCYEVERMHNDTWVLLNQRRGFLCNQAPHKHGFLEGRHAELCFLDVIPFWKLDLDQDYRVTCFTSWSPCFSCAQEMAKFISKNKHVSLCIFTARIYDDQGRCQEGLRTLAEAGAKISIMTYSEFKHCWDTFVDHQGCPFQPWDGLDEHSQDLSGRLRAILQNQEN
mIAP inh = inhibitors of mouse IAP, primary screen, biochemical, luminescence, uHTS; purified mouse IAP, CDP-Star luminescence, 30 min; inhibition, % at 10 µM; 330,000 tested, 0.2% active; AID 2806, 2010;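 active = inhibition of at least 40% at 10 µM in the primary screen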;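 also: plate controls were DMSO with enzyme for no effect and no enzyme wells for full effect; values of inactives mirror those of a sister screen read the other way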
Numbers without * were called inactive; x = not tested or not shown. This is a subset. The share of hits here may be higher or lower than overall.

The first 3 entries, to show the layout:
SMILES	NALP3 yeast inh	SENP1 inh	APOBEC3A inh	hIAP act	mIAP act	MIN6 prolif	hIAP inh	APOBEC3G inh	mIAP inh
COCCCNC(=O)C[C@H]1C[C@H](C(=O)N2CCCCC2)[C@@]2(C)c3[nH]c4ccc(Cl)cc4c3CCN2C1=O	x	2	3	x	1.1	x	x	6	-11
O=C(OCCOc1cccc(Cl)c1)c1cc(S(=O)(=O)N2CCOCC2)ccc1F	5	3	-1	1	0.95	-5	-4	1	5
COc1ccc([N+](=O)[O-])cc1-c1[nH]c(-c2ccc(C(=O)O)cc2)nc1-c1ccccc1	9	-1	-4	0.96	0.93	-2	4	-10	7

Results, repeating the preview:
SMILES	NALP3 yeast inh	SENP1 inh	APOBEC3A inh	hIAP act	mIAP act	MIN6 prolif	hIAP inh	APOBEC3G inh	mIAP inh
COCCCNC(=O)C[C@H]1C[C@H](C(=O)N2CCCCC2)[C@@]2(C)c3[nH]c4ccc(Cl)cc4c3CCN2C1=O	x	2	3	x	1.1	x	x	6	-11
O=C(OCCOc1cccc(Cl)c1)c1cc(S(=O)(=O)N2CCOCC2)ccc1F	5	3	-1	1	0.95	-5	-4	1	5
COc1ccc([N+](=O)[O-])cc1-c1[nH]c(-c2ccc(C(=O)O)cc2)nc1-c1ccccc1	9	-1	-4	0.96	0.93	-2	4	-10	7
COc1ccc(CCNC(=O)Cn2cnc3c(cnn3-c3ccccc3Cl)c2=O)cc1OC	-3	-2	5	1.1	0.97	-1	-5	-1	3
Nn1cnc2scc(-c3cccs3)c2c1=O	24	1	-3	1.1	1	-2	-7	-10	0
Cc1ccc(NS(=O)(=O)c2ccc(NC(=O)c3cccc(NC(=O)C(C)C)c3)cc2)cc1	8	-2	-2	1.1	1.1	-4	-6	-1	-8
c1ccc(-c2cc3c(N4CCCC4)ncnc3s2)cc1	22	1	-1	0.79	1	1	22	-4	0
CCN=C1SC(CC(=O)NCCc2ccc(OC)cc2)C(=O)N1CC (stereo not given)	-1	3	2	0.91	0.95	-1	9	-3	5
Fc1ccccc1COc1ccc(C(=S)N2CCCC2)cc1	33	0	-7	0.7	1	-4	30	-8	0
CC(=O)NNC(=O)c1nc(-c2ccccc2)c(C)o1	28	5	0	1	0.89	1	-3	-2	11
O=C(O)c1ccccc1C(=O)Nc1cc(C(F)(F)F)ccc1N1CCCC1	6	1	-5	0.94	0.87	-4	6	-7	13
CCCNC(=O)Cn1nc([N+](=O)[O-])c([N+](=O)[O-])c1C	4	0	2	1.1	1.1	-3	-10	-6	-9
COc1ccc(S(=O)(=O)N(C)c2ccc(C(=O)Nc3cccnc3)cc2)cc1	9	3	-5	1.1	0.95	-1	-6	-7	5
CC(C)(O)C(=O)NN(C(=O)c1ccccc1)c1ccc2ccccc2c1	24	1	-2	1.1	1	-1	-7	2	0
CCn1c(=O)c(C(=O)Nc2ncccc2C)c(O)c2ccccc21	-6	3	-1	1.1	1	-5	-8	-5	0
COCCN(C(=O)COC(=O)Cc1cccc(OC)c1)c1c(N)n(CC(C)C)c(=O)[nH]c1=O	7	1	-1	0.97	1	1	3	-3	0
N/C(CSc1ccc(Cl)cc1)=N\NC(=O)c1ccncc1	17	1	2	1.4	0.89	4	-38	0	11
C[C@@]12C(=O)Nc3ccc(Cl)cc3C(=O)N1[C@H]1c3cc(Br)ccc3OC[C@@H]1[C@@H]2c1ccccc1	-5	-4	-2	0.9	0.99	-6	10	18	1
O=[N+]([O-])c1cccc(CSc2nnc(Cc3ccccc3)n2-c2ccc(F)cc2)c1	5	-3	-3	0.96	0.87	0	4	-10	13
Nc1cc(=O)[nH]c(SCc2ccc(Cl)cc2)n1	13	0	1	0.99	0.91	-5	1	1	9
CCN(CC)S(=O)(=O)c1ccc(Cl)c(NC(=O)COC(=O)C2CCCCC2)c1	-9	3	-5	0.91	1.1	1	9	-9	-5
O=C(COc1ccc2c(c1)OCO2)NCc1cccs1	5	0	-3	0.95	0.92	-2	4	-7	8
COc1ccc(CNc2nc(SCc3cc(=O)n4cc(Cl)ccc4n3)nc3ccccc23)cc1	21	-3	-1	0.89	0.96	0	11	-7	4
CC1CC(C)CN(S(=O)(=O)c2ccc3c(c2)CCN3C(=O)CCC(=O)O)C1 (stereo not given)	4	1	-3	1.1	1	-4	-7	-5	0
O=C(O)CCC(=O)N1CCc2c([nH]c3ccccc23)C1C(F)(F)F (stereo not given)	-9	2	-1	1	1.1	-3	-2	-4	-8
O=C(COC(=O)COc1ccccc1)Nc1ccccc1OC(F)F	2	6	7	1.1	0.9	-3	-10	-2	10
N=c1sccn1CC(=O)Nc1cc(S(=O)(=O)N2CCCC2)ccc1Cl	11	-1	33	0.98	1	-1	2	9	0
CCOC(=O)c1[nH]c2cc3c(cc2c1NC(=O)CN1CCC(C)CC1)OCO3	26	0	2	1.1	1	-1	-13	0	-4
Cc1cc(C)nc(SC2CCCCC2O)n1 (stereo not given)	-8	0	-5	1	1.1	-1	-1	-4	-8
COc1cc(CNC2CCCCCC2)cc(OC)c1	0	3	-4	0.95	1.1	-3	5	-6	-6
O=C(COC(=O)c1cccc(N2C(=O)C3CC=CCC3C2=O)c1)c1ccccc1 (stereo not given)	8	0	-3	0.93	0.97	-1	7	-5	3
CC(Oc1ccc(F)cc1)C(=O)/C=C\N(C)C (stereo not given)	-11	-75	4	0.99	1	-3	1	-2	-2
COC(=O)[C@@]12CCCCN1[C@H](c1ccc(-c3ccc(C(C)=O)cc3)cc1)[C@@H]1C(=O)N(C)C(=O)[C@@H]12	-3	0	-4	1.1	1.1	-7	-12	-10	-10
Cc1cccc(NC(=O)c2cccc(OC(=S)N3CCOCC3)c2)c1C	10	2	-1	1	1.1	5	-4	-8	-6
COc1ccc(N2CCN(CCNC(=O)Nc3ccc([N+](=O)[O-])cc3OC)CC2)cc1	20	0	-1	0.99	0.92	-5	1	-5	8
COc1ccc(OC)c(Nc2cc3ccccc3c(=O)[nH]2)c1	-3	-41	-3	1	1.1	-6	-1	-10	-7
COc1ccc(CNc2nnnn2C)cc1	9	1	64*	0.98	0.99	2	2	-7	1
Cc1c(C#N)c(N)nc2c3c(sc12)NC(=O)CC3c1ccc(Cl)cc1 (stereo not given)	10	-16	5	1.1	0.96	0	-10	-2	4
O=C(C[C@@H]1C/C=C\C[C@@H](Cc2ccc(F)cc2)C(=O)OC[C@@H](Cc2ccccc2)NC1=O)N[C@H](CO)Cc1ccccc1	30	1	2	1	1	-4	-4	10	-2
CS(=O)(=O)c1ccc(Cl)c(NC(=O)CN2CCN(C(=O)c3cccs3)CC2)c1	10	1	-2	1.1	0.97	-4	-10	-5	3
CC(C)=CC(=O)NCc1c(Cl)cccc1-n1cccc1	11	3	-3	0.86	1	-2	14	-4	-3
COc1ccc2cc3c(N)nn(C(=O)C4CCC(C(C)(C)C)CC4)c3nc2c1 (stereo not given)	10	-2	-1	0.94	0.95	-6	6	-6	4
O=C(NCC1CCCO1)NC1CCCCC1 (stereo not given)	12	3	1	1.1	1	1	-13	0	-3
CCOC(=O)c1cnc2ccc(C(=O)OC)cc2c1Nc1ccc2c(c1)OCCO2	0	2	-6	0.86	0.97	-3	14	-6	3
Cc1ccnc(NS(=O)(=O)c2ccc(NC(=O)c3ccc(S(=O)(=O)N4CCCC4)cc3)cc2)n1	11	-1	0	1.2	0.97	-3	-15	-4	3
Cc1ccc(C(=O)NC(=S)Nc2ccc(-c3cc4ccccc4oc3=O)cc2)c(C)c1	0	-6	3	0.87	0.91	-2	13	1	9
COc1ccc(CCn2nnnc2C(c2ccc(C)cc2)N2CCN(C)CC2)cc1OC (stereo not given)	20	4	3	1	1.1	0	0	4	-6
CC(C)n1nnnc1SCC(=O)NNC(=O)C1CCCCC1	0	2	-4	0.82	0.88	-2	18	-4	12
COc1ccc(-n2c(Cn3c(=O)sc4ccccc43)nnc2SCC(N)=O)cc1	14	1	0	0.95	0.97	1	5	-5	3
CCCCCCNC(=O)c1cccc(-c2ccc(C)c3ccccc23)n1	-2	2	-2	0.78	1	-9	22	-6	0

Continuation:
SMILES	NALP3 yeast inh	SENP1 inh	APOBEC3A inh	hIAP act	mIAP act	MIN6 prolif	hIAP inh	APOBEC3G inh	mIAP inh
CCCCNC(=O)C1CC(=O)N(CCc2ccc(C)cc2)C1 (stereo not given)	3	2	-4	0.99	0.9	2	1	-8	10
CCN1CCN(c2c(C(=O)c3ccc(OC)cc3)cnc3ccccc23)CC1	13	-28	-3	0.9	0.76	2	10	-5	24
OC(c1ccccc1)c1cccnc1 (stereo not given)	-3	2	2	1.2	1	2	-23	1	-1
O=C(CN(C(=O)CNC(=O)c1cccs1)c1ccc2c(c1)OCCO2)NC1CCCC1	4	-1	-1	1.4	1.2	-2	-37	-2	-16
Cc1ccc(Nc2c([N+](=O)[O-])c(=O)oc3ccccc23)cc1	32	2	-3	1.2	1.1	-2	-25	-7	-14
Cc1ccc(C(=O)CCC(=O)CCC(=O)O)cc1	-4	1	1	0.8	1	0	20	-3	-1
CC1Cc2cc(/C(O)=C3/C(=O)C(=O)N(Cc4cccnc4)C3c3cccc(O)c3)ccc2O1 (stereo not given)	16	2	-3	1.3	1	-2	-26	-2	-2
CS(=O)(=O)Nc1ccccc1Oc1ccccc1	2	-1	0	0.94	1	-2	6	-2	-1
Cc1c(C(=O)Nc2ccc(-n3cnnn3)cc2)oc2ccccc12	2	0	4	1.1	0.94	-2	-5	0	6
O=C(NCCC1=CCCCC1)C(=O)NCC1OCCCN1S(=O)(=O)c1ccccc1 (stereo not given)	-4	3	2	0.92	0.99	-2	8	-7	1
CCOc1cc(C2C3=C(CCCC3=O)N(C)C3=C2C(=O)CCC3)cc(Cl)c1O	2	-55	-2	1.2	1.1	-3	-21	-10	-5
COc1ccc(-c2[nH]nc3oc(=O)c(CCO)c(C)c23)cc1	10	2	-3	1.1	0.93	-1	-6	-5	8
S=c1[nH]ncn1/N=C/c1cccc(Oc2ccccc2)c1	36	2	-6	1.1	1	0	-6	3	-2
CC(C)NC(=O)c1cc2c(s1)CCCC2	10	3	-1	1	1	3	-3	-4	0
COc1cccc(CNC(=O)Cn2c(=O)c3cccn3c3ccccc32)c1	8	1	-4	1.2	0.96	0	-16	-5	4
CC(C)(C)N(NC(=O)c1ccccc1)C(=O)c1ccc(C(=O)N(NC(=O)c2ccccc2)C(C)(C)C)cc1	-4	1	2	0.99	1.1	0	1	6	-5
COc1ccccc1CN1CC(C(=O)NCCSc2nnnn2C)CCC1=O (stereo not given)	23	-1	0	1.1	1.1	-1	-10	-9	-8
